# Screening data from PubChem.
# BAP1 block: inhibitors of BAP1 deubiquitinase, primary screen, biochemical, Ub-AMC fluorescence, kinetic; Ubiquitin carboxyl-terminal hydrolase BAP1 (Homo sapiens), Q92560; recombinant BAP1, Ub-AMC hydrolysis fluorescence kinetic; active compounds read low; activity remaining (% of control), % at 20 µM; 72,000 tested, 0.48% active; AID 436, 2006;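 active = activity remaining at or below 50% of control, provided the compound also passes the data quality filters; inactive = the rest, including low values that fail the filters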;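 note: 100% = DMSO wells rate and 0% = substrate alone blank rate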
# Target sequence (Q92560 whole entry, looked up): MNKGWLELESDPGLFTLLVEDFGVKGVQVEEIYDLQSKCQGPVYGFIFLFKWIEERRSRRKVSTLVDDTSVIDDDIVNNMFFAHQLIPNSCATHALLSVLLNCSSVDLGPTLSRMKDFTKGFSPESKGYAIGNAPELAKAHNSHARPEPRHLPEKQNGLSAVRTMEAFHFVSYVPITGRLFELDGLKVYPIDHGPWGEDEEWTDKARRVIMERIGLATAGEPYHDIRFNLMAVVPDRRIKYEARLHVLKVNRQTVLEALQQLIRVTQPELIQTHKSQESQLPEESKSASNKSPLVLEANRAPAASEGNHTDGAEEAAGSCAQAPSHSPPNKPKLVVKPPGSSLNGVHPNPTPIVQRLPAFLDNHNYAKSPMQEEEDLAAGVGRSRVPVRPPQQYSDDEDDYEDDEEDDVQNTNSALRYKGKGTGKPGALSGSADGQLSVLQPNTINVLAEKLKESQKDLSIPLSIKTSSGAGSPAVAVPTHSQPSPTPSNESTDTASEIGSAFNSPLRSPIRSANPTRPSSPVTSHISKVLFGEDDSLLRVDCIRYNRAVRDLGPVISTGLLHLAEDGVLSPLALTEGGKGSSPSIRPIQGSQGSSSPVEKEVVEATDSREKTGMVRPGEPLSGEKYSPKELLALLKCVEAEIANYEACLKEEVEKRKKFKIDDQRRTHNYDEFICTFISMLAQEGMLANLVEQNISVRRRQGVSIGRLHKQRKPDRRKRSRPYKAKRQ
# HePTP inh: inhibitors of human HePTP phosphatase, primary screen, biochemical, absorbance, leukemia target; inhibition, % at 20 µM; recombinant HePTP phosphatase activity, OD absorbance; Tyrosine-protein phosphatase non-receptor type 7 (Homo sapiens), P35236; AID 521, 2006; 110,000 tested, 0.64% active; in the data active = inhibition above about 50%;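 note: plate controls were vehicle for no effect and reference inhibitor for full effect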
# Target sequence (P35236 whole entry, looked up): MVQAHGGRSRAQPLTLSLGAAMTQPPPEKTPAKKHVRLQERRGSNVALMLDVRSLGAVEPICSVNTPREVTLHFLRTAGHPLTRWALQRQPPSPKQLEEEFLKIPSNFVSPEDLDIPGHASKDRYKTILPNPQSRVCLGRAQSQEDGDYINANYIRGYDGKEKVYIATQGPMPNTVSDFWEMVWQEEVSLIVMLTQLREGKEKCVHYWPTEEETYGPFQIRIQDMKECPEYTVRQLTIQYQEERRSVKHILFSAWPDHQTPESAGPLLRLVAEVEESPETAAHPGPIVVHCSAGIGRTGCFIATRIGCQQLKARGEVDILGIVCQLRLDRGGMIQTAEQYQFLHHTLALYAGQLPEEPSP
# Starred values were filed as active, the others as inactive; / = no result given; & = joins results of further samples.
SMILES,BAP1 block,HePTP inh
O=c1nc2cccc3c2=c(/c1=C(\O)c1ccccc1)c1ccccc1c3=O,69.4,/
CCSc1nnc(NC(=O)c2cc(-c3ccc(C)cc3)nc3ccccc23)s1,/,4.4
Cc1cccc(N2CCN(C(=O)c3cc(-c4ccc(Cl)cc4)nc4ccccc34)CC2)c1C,/,8.4
CC1(C)CC(=O)N(CC(=O)NCc2ccc(F)cc2)c2ccccc2S1(=O)=O,96.3,-4.9
CC(C)CNC(=O)c1nn2c(C(F)(F)F)cc(-c3ccc(Br)cc3)nc2c1Cl,104.5,/
NC(=O)c1cccc(N=Cc2ccc([N+](=O)[O-])cc2)c1,/,9.6
Cc1cc(NC(=O)CSc2nnc3c(C)cc4c(C)ccc(C)c4n23)no1,61.9,-3.8
COc1ccc(NC(=O)c2ccc(Cl)c(S(=O)(=O)N3CCc4ccccc4C3)c2)cn1,133.0,7.3
COc1ccc(C(=O)Nc2cccc(-c3nc4ccccc4s3)c2C)cc1[N+](=O)[O-],/,-19.6
COc1ccc(C(=O)Nc2ccccc2C(=O)NCCCn2ccnc2)cc1,96.9,7.8&5.4
COC(=O)Cc1cc(=O)[nH]c(Nc2nc3ccccc3o2)n1,90.4,6.6
CC(NC(=O)C(F)(Cl)C(F)(F)F)c1ccccc1 (configuration not stated),/,2.5
O=C(COc1ccc(Cl)cc1)Nc1ccc2oc(-c3ccccc3)nc2c1,/,11.0
COCCNC(=O)CN1CCN(Cc2cccc(Cl)c2)C1=O,98.0,7.8
CCc1ccc(OCC(=O)NCc2ccco2)c(Br)c1,/,-7.0
CCCn1c(C(O)c2ccc(C)cc2)nc2ccccc21 (configuration not stated),/,-13.3
COc1cc(NC(=O)c2cc([N+](=O)[O-])ccc2N2CCN(C)CC2)c2ncccc2c1,/,-17.6
O=C(O)c1cccc(S(=O)(=O)Nc2ccc3oc(=O)sc3c2)c1,97.8,1.3
COc1ccc2c(=O)c3c(=O)n(Cc4ccco4)c(-c4cc(OC)c(OC)c(OC)c4)nc3oc2c1,90.7,-2.6
Cc1ccc(NC(=O)CN(c2ccccc2)S(=O)(=O)c2ccccc2[N+](=O)[O-])cc1C,/,-2.5
NC(=O)c1cc2cc([N+](=O)[O-])ccc2oc1=Nc1cccc(F)c1,53.0,/
Oc1ccc(Cl)cc1CNc1ccc(Br)cn1,100.4,-5.2
COc1ccc(C(=O)NCCOc2ccccc2OC)cc1OC,/,-3.2
O=C1NC(=O)N(c2cccc(F)c2)C(=O)/C1=C/c1ccc(I)o1,/,53.0*
O=C(Nc1sc2c(c1C(=O)Nc1ccc(Br)cc1)CCCCC2)c1cccnc1,94.2,/
O=S(=O)(c1ccc(Cl)cc1)N1CCN(C2CCC(c3ccccc3)CC2)CC1 (configuration not stated),/,-0.7
COc1ccc(CNCCNC(=O)c2nonc2N)cc1OC,108.6,/
CC(CCc1ccccc1)Nc1cc(N2CCN(C(=O)c3ccccc3F)CC2)ccc1[N+](=O)[O-] (configuration not stated),/,-9.5
Cc1cccn2c(=O)cc(O)nc12,51.1,/
Cc1ccc2nc3c(cc2c1)CN(Cc1ccco1)C(=NCC1CCCO1)S3 (configuration not stated),118.5,11.0
O=C(CCc1ccccc1)Nc1ccc(NC(=O)c2ccco2)nc1,99.2,8.0
O=C(NCCC1=CCCCC1)NC1CCCCC1,92.1,3.9
Cc1cccc(C)c1NC(=O)CC(C)c1ccccc1 (configuration not stated),/,2.3
COc1cccc(/C=N/Nc2nc(-c3ccc(C)cc3)nc3ccccc23)c1O,/,7.6
CC(Sc1nc(N)cc(=O)[nH]1)C(=O)NC1CCCCC1 (configuration not stated),101.1,8.1
Cc1nnc(SCC(=O)N2CCOCC2)n1C,113.3,6.0
Cc1cc(Br)ccc1NC(=O)CCN1C(=O)c2ccncc2C1=O,107.1,5.0
O=S(=O)(Cc1ccccc1Cl)Nc1ccccn1,99.9,5.5
OCCN(Cc1ccccc1)CC1CC2C=CC1C2 (configuration not stated),79.4,2.3
Cc1cccc(NC(=O)c2ccccc2Br)n1,101.5,9.3
COc1ccc(NC(=O)C2CCCN(S(=O)(=O)c3c(C)n[nH]c3C)C2)cc1 (configuration not stated),103.2,7.5
O=c1oc2c(CN3CCOCC3)c(O)c(Cl)cc2c2c1CCC2,/,6.5
Cc1ccc2[nH]c3nc(N/N=C/c4cccc(Cl)c4)nnc3c2c1,/,11.5
O=C(O)c1ccc2c3c(ncnc13)-c1ccccc1C2=O,96.1,8.3
CCOC(=O)C1CCN(C(=O)c2cccnc2)CC1,92.5,5.2
Nc1nonc1-c1nc2ccccc2n1CC(=O)Nc1ccc(F)cc1F,/,5.5
Cc1cc(=O)oc(C)c1C(=O)N[C@@H]1CCCCNC1=O,124.1,3.3
Cc1cc(NC(=O)Cn2cnc3c(cnn3C(C)(C)C)c2=O)no1,101.6,-4.0

# One compound at a time, from the list above.
# O=C(Nc1sc2c(c1C(=O)Nc1ccc(Br)cc1)CCCCC2)c1cccnc1 as listed: BAP1 block: 94.2; HePTP inh: /
# CCc1ccc(OCC(=O)NCc2ccco2)c(Br)c1 as listed: BAP1 block: /; HePTP inh: -7.0

# Further structures.
SMILES,BAP1 block,HePTP inh
Cc1ccc(Br)cc1S(=O)(=O)N1CCOCC1,/,1.7
Cc1ccccc1NC(=O)CC(=O)c1ccccc1,/,7.5
C=CCn1c(SCC(=O)O)nnc1-c1cccc(Cl)c1,108.1,7.8
CCCCSc1nc2ccc(NC(C)=O)cc2s1,/,-14.7
CC(=O)OC(OC(C)=O)c1ccc([N+](=O)[O-])cc1,/,0.0
Clc1cccc(Cl)c1SCCc1ccncc1,/,1.5
Cc1nc2ccccc2c(=O)n1N,101.3,1.8
COC(=O)c1cc(NC2c3ccccc3C(=O)N2c2cccnc2)cc(C(=O)OC)c1 (configuration not stated),93.4,6.5
COc1cccc(NC(=O)C2CCN(S(C)(=O)=O)CC2)c1,66.8,-11.5
Cn1c(COc2ccccc2)nnc1SCC(=O)Nc1ccc2c(c1)OCO2,/,5.4
Cc1ccc(NC(=O)CSc2nnnn2-c2ccccc2)c([N+](=O)[O-])c1,/,2.4
CCN(CC)C(=O)c1c(NC(=O)c2ccco2)sc2c1CCCC2,57.4,/
CCOCCOC(=O)c1ccc(NC(=O)/C=C/c2ccc(OC)c(Br)c2)cc1,/,1.3
N#CCC(=O)N1CCCCCC1,108.6,-17.3
COc1ccc(CC(=O)Nc2sc3c(c2C(=O)OC(C)C)CCCCC3)cc1,/,4.4
O=C(CCCN1C(=O)c2cccc3cccc(c23)C1=O)Nc1ccccn1,/,-3.4
CCn1c(Cn2nnc(-c3ccccc3)n2)nnc1SCC(=O)N1CCOCC1,98.0,2.9
CC(=O)OC1CCC2(C)C(=CCC3C2CCC2(C)C(C(C)=NO)CCC32)C1 (configuration not stated),/,-10.1
COc1ccc(CCC(=O)Nc2ccc3c(c2)OCCO3)cc1,104.3,9.7&-5.5
Cc1ccc(-n2ncc3c(=O)[nH]c(SCC(=O)N4CCN(c5ccccc5)CC4)nc32)cc1,57.0,2.0
C=CCn1c(CSc2nc3ccccc3s2)nnc1SCC(=O)NCc1ccco1,79.6,11.3
Cc1ccc(NC(=O)Nc2ccc3c(c2)N(C)C(=O)CS3)nc1,65.4,9.7
CC1(C)Cc2c(c(-c3ccccc3)nc(N3CCCC3)c2C(N)=O)CO1,146.5,1.9
Cc1cc([N+](=O)[O-])ccc1NC(=O)c1ccccc1,/,9.2
Clc1ccccc1C1Nc2cccc3cccc(c23)N1,/,-20.3
CC1=NN(C(=O)c2cccc(Br)c2)C(O)(C(F)(F)F)C1 (configuration not stated),/,-7.9
CN1CCN(C(=O)c2cc3ccccc3oc2=O)CC1,/,8.3
CN(C(=O)COc1ccccc1)c1nnc(-c2ccncc2)s1,189.6,3.9
O=C(CC1COc2ccccc2O1)NC1CCCCC1 (configuration not stated),53.2,2.5
Cc1ccc(C(C)C)c(OCCNc2nc3c(c(=O)n(C)c(=O)n3C)n2C)c1,87.7,4.9&-3.5
Cc1cc(C)nc(SCC(=O)Nc2nc3c(s2)C(=O)CC(C)(C)C3)n1,/,5.2
O=C(Cc1nc(O)cs1)c1ccccc1,/,-0.6
CC(=O)Nc1ccc(S(=O)(=O)N2CCSC2c2ccccc2)cc1 (configuration not stated),89.5,7.7
CC(C)C(=O)Nc1ccc(NC(=O)c2cc3ccccc3o2)cc1,90.9,9.2
CN(C)c1ccc(/C=C2/C(=O)NN(c3ccc(Cl)cc3)C2=O)cc1Br,/,-1.0
CCOC(=O)c1ccc(Nc2cc(C)nc3nc(C)nn23)cc1,88.4,10.5
COCCN1Cc2cccc(C(=O)Nc3cccnc3)c2C1=O,106.1,5.1
Cc1nn(-c2ccccc2)c2c1C(c1c(C)[nH]c(C#N)c1C)C(C#N)=C(N)O2 (configuration not stated),87.0,-2.6
CCC1Oc2ccc(C)cc2N(Cc2cccc(C)c2)C1=O (configuration not stated),74.3,8.2
Cc1cc(-c2ccccc2C(=O)O)on1,104.7,9.6
O=C(CSc1cc(Cl)ccc1Cl)Nc1cccc([N+](=O)[O-])c1,/,6.4
Cc1ccc(-c2nnc3ccc(SCC(=O)N4CCCCC4)nn23)cc1,96.4,-6.0
COc1ccc(/C=C2\C(=O)NC(=O)N(c3ccc(Br)c(C)c3)C2=O)c(OC)c1,/,0.2
CC1CCCCC1NC(=O)Cn1nnc(-c2ccc(Cl)cc2)n1 (configuration not stated),/,-5.1
Cc1cccc(Cn2cnc3c(nnn3Cc3ccccc3F)c2=O)c1,94.8,1.3
O=C(Nc1ccccc1C(=O)N1CCCCC1)C1CCCCC1,85.7,3.8
CCOC(=O)N1CCC(N2CCN(S(=O)(=O)CC)CC2)CC1,100.7,5.6
O=C(c1ccc(Br)cc1)C1CCc2occc2C1=O (configuration not stated),66.6,-10.7
Cc1ccc(N2C(=O)C3C(C2=O)C2(C)C(=O)C3(C)C(c3ccccc3)=C2c2ccccc2)cc1C (configuration not stated),/,-6.6
CCC(SC1=Nc2ccccc2C2=NC(CC(C)C)C(=O)N12)C(=O)Nc1ccc2c(c1)OCO2 (configuration not stated),85.5,7.7
CCn1c(SCC(=O)Nc2cc(C)on2)nnc1-c1ccc(S(=O)(=O)N2CCCC2)cc1,102.0,-6.8
Cc1ccc(S(=O)(=O)N[C@H](C(=O)N2CCC(C(=O)NCC(=O)O)CC2)C(C)C)cc1,99.0,-13.6
O=S(=O)(c1ccccc1)N1CCN(C2CCCCCCC2)CC1,87.5,-8.8
CCOC(=O)N1CCN(C(=O)COc2cc(=O)n(CC)c3ccccc23)CC1,119.2,0.8
O=C1c2ccccc2C(=O)N1CCN1CCOCC1,105.3,9.3
CCOc1cc([N+](=O)[O-])cc(/C=C2/SC(=S)NC2=O)c1O,/,5.1
COc1ccccc1C1NC(=O)NC(C)=C1C(C)=O (configuration not stated),108.9,10.3
Cc1cc(C)nc(/N=C(/N)NNC(=O)c2cccnc2)n1,/,-3.7
O=[N+]([O-])c1ccc(N2CCN(c3nc4ccc([N+](=O)[O-])cc4s3)CC2)cc1,/,-12.4
Cc1ccc(C(=O)N2CCN(c3c(Cl)cccc3[N+](=O)[O-])CC2)o1,/,-5.1

# (more compounds)
SMILES,BAP1 block,HePTP inh
COC(=O)c1ccccc1NC(=O)NCc1ccco1,86.1,5.5
O=C(Cc1ccccc1)Nc1ccc(NC(=O)c2ccco2)cc1,/,-12.9
O=C(CN1CCN(c2ccccn2)CC1)Nc1cc(C(F)(F)F)ccc1Cl,97.2,10.8
c1ccc(OCCCn2ccnc2)cc1,/,4.4
CC(=O)c1ccc(N2CCN(C(=O)CCCn3c(=S)[nH]c4cc5c(cc4c3=O)OCO5)CC2)cc1,57.9,9.6
COc1cccc(C2C(C(=O)Nc3ccccc3)=C(C)N=c3s/c(=C\c4cccs4)c(=O)n32)c1 (configuration not stated),/,4.5
COCCOC(=O)C1=C(C)NC(=O)NC1c1c(OC)ncnc1OC (configuration not stated),/,2.1
Cc1c(C(=O)N2CCOCC2)sc(NC(=O)c2ccc3c(c2)OCO3)c1C#N,82.0,16.7
Cc1ccc(C)c(N(CC(=O)NC2CCCCC2)S(=O)(=O)c2ccccc2)c1,/,-13.4
CCOc1ccc(NC(=O)CSc2nnc(-c3ccccn3)n2N)cc1,/,-4.0
CCn1c(SCc2cccnc2)nnc1-c1c[nH]c2ccccc12,92.8,-4.6
COc1cc(/C=C2/C(=O)NC(=O)N(c3ccc(C(C)C)cc3)C2=O)cc(Cl)c1O,/,-6.1
Oc1ccc(Nc2nc(-c3ccc(Br)cc3)cs2)cc1,/,-2.0
c1cncc(-c2nc(-c3ccco3)cs2)c1,105.1,-1.9

# By substructure, the compounds so far with a furan ring, fused or not
SMILES,BAP1 block,HePTP inh
CCc1ccc(OCC(=O)NCc2ccco2)c(Br)c1,/,-7.0
COc1ccc2c(=O)c3c(=O)n(Cc4ccco4)c(-c4cc(OC)c(OC)c(OC)c4)nc3oc2c1,90.7,-2.6
O=C1NC(=O)N(c2cccc(F)c2)C(=O)/C1=C/c1ccc(I)o1,/,53.0*
Cc1ccc2nc3c(cc2c1)CN(Cc1ccco1)C(=NCC1CCCO1)S3 (configuration not stated),118.5,11.0
O=C(CCc1ccccc1)Nc1ccc(NC(=O)c2ccco2)nc1,99.2,8.0
CCN(CC)C(=O)c1c(NC(=O)c2ccco2)sc2c1CCCC2,57.4,/
C=CCn1c(CSc2nc3ccccc3s2)nnc1SCC(=O)NCc1ccco1,79.6,11.3
CC(C)C(=O)Nc1ccc(NC(=O)c2cc3ccccc3o2)cc1,90.9,9.2
O=C(c1ccc(Br)cc1)C1CCc2occc2C1=O (configuration not stated),66.6,-10.7
Cc1ccc(C(=O)N2CCN(c3c(Cl)cccc3[N+](=O)[O-])CC2)o1,/,-5.1
COC(=O)c1ccccc1NC(=O)NCc1ccco1,86.1,5.5
O=C(Cc1ccccc1)Nc1ccc(NC(=O)c2ccco2)cc1,/,-12.9
c1cncc(-c2nc(-c3ccco3)cs2)c1,105.1,-1.9
